Glyco luc inh: N-linked glycosylation inhibition | D54 ERlucT glycosylation luciferase reporter, 24 h; percent of 100 nM tunicamycin response | reporter increase, % at 12.5 µM | hit rate 0.23% among 360,000;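 active = mean luciferase reporter signal, scaled so untreated is 0 and the glycosylation-blocking control 100, at or above a set limit in every replicate; inconclusive = mean reaches the limit but not every replicate does; inactive = mean below the limit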;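 note: luciferase carries N-glycosylation sites so blocking glycosylation raises the light; 0% = median of neutral control wells and 100% = median of 100 nM tunicamycin wells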
MC4R barr agon: agonists of human melanocortin 4 receptor (MC4R) beta-arrestin | U2OS MC4R beta-arrestin complementation, luminescence; percent of melanotan II response, DMSO zero | hit rate 0.98% among 360,000 | activation, % at 8.9 µM | AID 540308;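 active = activation above a per-plate cutoff, the mean activation of sample wells on that plate plus 3 SD, cut at about 8% in these data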
Target sequence (P32245 whole entry, looked up): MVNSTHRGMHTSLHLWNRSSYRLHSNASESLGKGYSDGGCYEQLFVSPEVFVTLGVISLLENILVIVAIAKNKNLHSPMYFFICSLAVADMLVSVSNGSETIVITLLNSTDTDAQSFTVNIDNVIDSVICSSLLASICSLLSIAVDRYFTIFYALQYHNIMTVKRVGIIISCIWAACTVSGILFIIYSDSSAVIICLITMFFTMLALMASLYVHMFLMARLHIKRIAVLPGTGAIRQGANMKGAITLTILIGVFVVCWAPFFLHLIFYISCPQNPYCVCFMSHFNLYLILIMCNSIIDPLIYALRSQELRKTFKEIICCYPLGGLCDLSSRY
TLR9-MyD88 inh: inhibitors of human TLR9-MyD88 binding; Q9NR96+Q99836; CHO BLA complementation TLR9-MyD88, CCF4 FRET ratio; inhibition, % at 4.98 µM; hit rate 0.21% among 340,000;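 active = inhibition above the mean over all tested compounds plus 3 SD, cut at about 21% in these data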;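 note: 0% = DMSO only wells and 100% = clavulanate BLA inhibitor control wells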
NOD2-RIPK2 inh: blocks binding of human NOD2 to RIPK2; CHO BLA complementation NOD2-RIPK2, CCF4 ratio; inhibition, % at 4.98 µM; hit rate 0.38% among 360,000; in the data active = inhibition above about 21%;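 note: 0% = vehicle only and 100% = reference blocker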
Target sequence (O43353 whole entry, looked up): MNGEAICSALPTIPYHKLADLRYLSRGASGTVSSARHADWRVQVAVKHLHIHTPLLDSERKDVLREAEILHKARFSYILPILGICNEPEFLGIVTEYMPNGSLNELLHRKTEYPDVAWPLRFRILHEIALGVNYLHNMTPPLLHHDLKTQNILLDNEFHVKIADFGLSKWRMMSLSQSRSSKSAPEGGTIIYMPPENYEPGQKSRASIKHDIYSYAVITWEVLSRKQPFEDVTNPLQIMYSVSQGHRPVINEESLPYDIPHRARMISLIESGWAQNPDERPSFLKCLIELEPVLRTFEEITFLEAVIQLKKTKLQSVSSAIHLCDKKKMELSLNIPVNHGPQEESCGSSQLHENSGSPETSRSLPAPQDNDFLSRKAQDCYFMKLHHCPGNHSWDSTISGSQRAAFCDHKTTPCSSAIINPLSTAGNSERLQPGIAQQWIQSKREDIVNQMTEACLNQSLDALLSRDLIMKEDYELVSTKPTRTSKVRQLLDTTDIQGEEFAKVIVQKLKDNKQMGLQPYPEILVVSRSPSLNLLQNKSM
ABHD5-PLIN5 inh: inhibitors of human ABHD5-perilipin-5 interaction | hit rate 0.78% among 360,000 | inhibition, % at 4 µM | Split G. princeps luciferase complementation, luminescence, 4 h;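 active = inhibition above the mean inhibition across every tested compound plus 3 SD, cut at about 22% in these data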;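 note: 0% = DMSO only wells and the 100% control is not disclosed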
ABCB6 inh MLPCN: blocks the human ABCB6 transporter. Q9NP58. AID 602162. hit rate 0.19% among 360,000. K562-ABCB6 porphyrin accumulation, flow cytometry, 1 h; stronger effect = lower value. fluorescence ratio to DMSO, % at 10 µM;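 active = fluorescence ratio to DMSO below 75%, the collection mean minus 3 SD; inconclusive = too few cells collected in the well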;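 note: signal is porphyrin accumulated inside mitochondria; 100% equals median channel fluorescence of DMSO control wells; lower ratio means ABCB6 inhibition with less porphyrin fluorescence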
MC4R antag cAMP: antagonists of human melanocortin 4 receptor (MC4R); P32245; MC4R-expressing cells, MTII-stimulated cAMP, LANCE TR-FRET; inhibition, % at 6.5 µM; hit rate 0.48% among 360,000; AID 540295;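 active = inhibition above its plate's cutoff, the mean of tested wells on that plate plus 3 SD, cut at about 29% in these data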;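 note: 0% = Melanotan II alone and 100% = Melanotan II plus saturating MCL0020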
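system = U2OS cells with stable human MC4R expression | also added = Melanotan II challenge after compound preincubation | dosing = one concentration, 6.5 µM nominal | incubation = compound 30 min, challenge 1 h, detection 1 h | measured by = TR-FRET with Eu-cAMP and labeled anti-cAMP, 671 nm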
Exocytosis inh: blocks lytic granule exocytosis. TALL-104 LAMP-1 surface exposure, flow cytometry; cells stimulated with thapsigargin and PMA. inhibition, % at 10 µM. hit rate 0.66% among 360,000. AID 651702;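 active = inhibition above about 55%, limit read from the data; inconclusive = no clear call, values can overlap the other calls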
aDG glyco act: increases alpha dystroglycan glycosylation; Pro5-aDG cells, alpha-DG glycosylation AlphaScreen (IIH6); 0% Pro5, 100% B10-LARGE cell signal; activation, % at 10 µM; hit rate 0.22% among 360,000; AID 624168;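 active = activation of at least 8% versus controls, or a plate z-score of at least 8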;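 note: Pro5 are CHO cells carrying HIG-tagged alpha-DG that lacks glycosylation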
Vif inh: inhibitors of HIV Vif; HEK293T cells, Vif self-association by quenched fluorescence, imaging, 24 h; hit rate 0.35% among 340,000; inhibition, % at 7.49 µM; AID 602346; in the data active = inhibition above about 50%, passing the limit was not always enough; inconclusive = no clear call, values can overlap the other calls; inactive = below about 31%; note: some results filed as inactive read as strong as hits
The depositor's hits bear a star; u = inconclusive; x = no result given.

Molecule	NOD2-RIPK2 inh	Glyco luc inh	Exocytosis inh	aDG glyco act	MC4R antag cAMP	Vif inh	ABCB6 inh MLPCN	MC4R barr agon	ABHD5-PLIN5 inh	TLR9-MyD88 inh
CN(Cc1ccccc1)C(=S)NC(=O)C1CCCCC1	-3	-2	0	-0.4	26	-13	99	0.6	-9	-5
COc1ccc(CNC(=S)NCc2ccc(F)cc2)cc1	-4	-1	-2	0.0	-6	-3	93	-2.6	-3	2
CN1CCN(c2ccc(NC(=O)c3ccccc3Br)cc2)CC1	-6	0	0	-0.2	3	4	95	-1.6	1	10
O=C1C=C(c2ccc3ccccc3c2)C[C@@H](c2ccc(Cl)cc2)C1	-7	-6	8	-0.1	7	-1	102	-2.6	-2	-14
Cc1cc(N/C=C(\C#N)S(=O)(=O)c2ccc(Cl)cc2)nc(C)n1	-4	3	9	-0.1	3	-7	96	-0.4	5	-7
O=c1[nH]c(CSc2cccc[n+]2[O-])nc2ccccc12	-12	0	0	-0.1	10	-9	98	1.2	4	-3
CCn1c(=Nc2ccc(N3CCOCC3)cc2)ccc2ccccc21	5	-6	-1	0.0	2	8	96	0.0	1	-1
O=C(N/N=C/c1c[nH]c2ccccc12)c1cc(-c2cccc3ccccc23)n[nH]1	3	9	0	0.0	-3	-11	98	-2.2	-7	-4
COc1cc(C(=O)NCc2cccs2)ccc1OCc1c(C)noc1C	0	4	-4	0.0	4	-2	94	-1.6	-1	-5
Cc1cccc(OCC(=O)NCC(=O)N/N=C/c2ccccc2)c1	0	5	-1	-0.1	-5	1	97	0.0	-1	1
O=C1CSC(=S)N1N=Cc1ccc(Cl)cc1Cl	1	0	1	0.0	-3	-4	102	0.1	-22	6
Cc1cccc(C)c1NC(=O)CCCN1C(=O)C(c2ccccc2)Oc2cccnc21 (configuration not stated)	-5	0	2	-0.6	10	2	98	-1.6	-9	-12
CN1C(=O)CS(=O)c2ccc(C(=O)NC3CC3)cc21 (configuration not stated)	-2	0	0	-0.2	5	5	101	-2.8	-5	-8
OC1CCNC(=S)N1c1ccccc1 (configuration not stated)	-11	1	-3	0.2	5	-3	98	-3.2	-10	-6
O=C(Nc1ccccc1N1CCCCC1)C1CCN(S(=O)(=O)c2ccccc2C(F)(F)F)CC1	-14	-4	-9	0.6	1	-10	96	2.1	-10	-5
Cc1cc(NC(=O)CCN2CCC(C(N)=O)CC2)ccc1Br	-1	x	-3	0.1	2	x	115	0.8	6	0
Cc1c(/C(O)=C2\C(=O)C(=O)N(CCN(C)C)C2c2cccnc2)cnn1-c1ccccc1 (configuration not stated)	0	1	-3	0.2	9	-1	99	-1.2	0	-11
CCN1C(=O)[C@H]2[C@@H](c3ccc(C)cc3)N3C(=O)N(c4ccccc4)C(=O)[C@@]3(CC)[C@H]2C1=O	10	2	0	0.0	2	3	97	0.6	14	-4
Cc1cc(NC(=O)CSCC(=O)Nc2cccc(S(=O)(=O)N3CCCCCC3)c2)no1	1	1	3	-0.3	-2	-14	98	-0.4	-6	0
O=C(COC(=O)CNC(=O)c1ccccc1F)Nc1ccc2[nH]c(=O)[nH]c2c1	-4	2	-2	0.0	4	4	97	-1.3	2	15

Additional results
Molecule	NOD2-RIPK2 inh	Glyco luc inh	Exocytosis inh	aDG glyco act	MC4R antag cAMP	Vif inh	ABCB6 inh MLPCN	MC4R barr agon	ABHD5-PLIN5 inh	TLR9-MyD88 inh
O=C1c2ccccc2C(=O)C1Cc1cccc2ccccc12	2	-2	26	0.0	-4	3	104	-0.4	-19	0
Oc1c(Br)cc(Br)cc1CNc1cccc2cccnc12	-2	18	46	0.9	19	-6	107	0.9	-10	-2
COc1c(C(O)CC(C)C)ccc2c1C(=O)OCc1cc(C)cc(O)c1O2 (configuration not stated)	-5	-6	-5	0.7	11	-58	101	-1.5	-5	6
O=C(O)C(Oc1ccc2c3c(c(=O)oc2c1)CCC3)c1ccccc1 (configuration not stated)	-1	-2	3	-0.3	5	10	95	-1.8	0	-3
CCN1CCN(CCNC(=O)c2ccc(/C=C3/Sc4ccccc4N(Cc4ccccc4C)C3=O)cc2)CC1	12	-8	66*	1.0	-2	-2	105	8.9*	19	11
C=CCNc1nc(C(=O)OCC(=O)Nc2cc(S(C)(=O)=O)ccc2Cl)cs1	-8	-1	u	0.0	15	4	104	-2.4	-3	-3
Cc1cc(C)c(S(=O)(=O)N2CCN=C2c2ccccc2)cc1C	-11	0	-2	0.0	4	-8	99	1.4	-4	-8
CC(=O)c1cccc(NC(=O)NC2CC3CCCC(C2)N3CC(C)C)c1 (configuration not stated)	4	3	-2	-0.1	7	54*	98	0.0	11	-3
COc1ccccc1C(C)NC(=O)c1cc(S(=O)(=O)N2CCCCC2)ccc1C (configuration not stated)	-9	-1	8	0.1	-2	-5	100	0.4	9	2
S=c1[nH]nc(-c2ccncc2)n1/N=C/c1cn(-c2ccccc2)nc1-c1ccccc1	-2	7	-3	-0.2	8	-1	96	-0.6	-4	x
CCOC(=O)C(=NC1CCS(=O)(=O)C1)NNc1ccc(Br)cc1 (configuration not stated)	3	2	14	-0.1	16	2	104	0.0	2	-17
Cc1cc(/C=C2/SC(=O)N(CC(=O)N3CCOCC3)C2=O)c(C)n1-c1ccccc1F	-7	3	2	0.0	0	16	96	-0.3	-1	-2
NC1=NN(c2c(Cl)cc(Cl)cc2Cl)C(=O)C1	-1	-1	9	0.8	7	22	97	0.0	8	-9
COc1ccc(OC)c(NC(=O)COc2ccc(S(=O)(=O)NC(C)C)cc2)c1	-3	1	-16	0.1	7	-4	102	0.0	-1	-6
CCc1c(C(=O)NC2CCCc3ccccc32)[nH]c(C)c1C(C)=O (configuration not stated)	-9	-13	-2	0.6	17	-3	99	-1.3	0	-7
COCCNC(=O)C(c1ccc(Cl)cc1)N(CCOC)C(=O)CCC(=O)Nc1nccs1 (configuration not stated)	13	-1	-7	-0.3	-3	1	98	-3.8	-1	-5
COc1ccc(S(=O)(=O)NC(C)C(=O)Nc2ccccc2C(F)(F)F)cc1 (configuration not stated)	-6	-1	-2	-0.1	6	5	99	-1.1	-9	-1
O=c1oc2cc(O)ccc2cc1-c1nc2ccccc2o1	57*	-4	7	-0.1	x	10	98	x	-17	x
COc1cccc(-c2nn(-c3ccccc3)cc2C(=O)O)c1	-19	2	-4	0.1	1	x	96	-2.5	0	-2
CC(NC(=O)c1cc(Br)cs1)C1CCCO1 (configuration not stated)	-10	-1	5	-0.1	23	-2	100	0.7	-4	-15

Taken from above:
For MC4R antag cAMP, CCN1CCN(CCNC(=O)c2ccc(/C=C3/Sc4ccccc4N(Cc4ccccc4C)C3=O)cc2)CC1 reads -2
For Glyco luc inh, COc1ccc(OC)c(NC(=O)COc2ccc(S(=O)(=O)NC(C)C)cc2)c1 reads 1

Later entries.
Molecule	NOD2-RIPK2 inh	Glyco luc inh	Exocytosis inh	aDG glyco act	MC4R antag cAMP	Vif inh	ABCB6 inh MLPCN	MC4R barr agon	ABHD5-PLIN5 inh	TLR9-MyD88 inh
COc1ccc(S(=O)(=O)N2CCC(C(=O)c3ccc4c(c3)OCCO4)CC2)cc1	-1	-5	2	0.0	12	7	98	-0.7	1	7
CCCC(=O)Nc1c(-c2ccccc2OC)c(=O)c2ccccc2n1C	-11	1	-1	0.1	-6	16	97	-0.7	5	-4
O=S(=O)(c1ccc(OCc2ccc(Br)cc2)cc1)N1CCOCC1	-1	-3	-8	-0.1	4	-5	96	-5.0	6	-6
N/C(Cc1ccc([N+](=O)[O-])cc1)=N\OC(=O)c1cccc(Br)c1	-12	1	0	0.6	12	7	107	-1.2	-4	2
CCC1NC(=S)NC(C)=C1C(=O)c1ccccc1 (configuration not stated)	-7	1	0	-0.1	21	6	99	-0.2	-8	-7
O=C(c1ccc(Cl)c([N+](=O)[O-])c1)N(c1ccccn1)c1ccccn1	-5	-1	5	0.2	13	1	99	0.8	1	1
COc1ccc(S(=O)(=O)N2CCCC2C(=O)Nc2nnc(-c3cccnc3)s2)cc1 (configuration not stated)	-12	2	-6	0.0	26	-5	96	0.6	-6	0
C/C(=N\Nc1cccc(C(F)(F)F)c1)c1ccc(O)cc1	9	2	2	-0.4	-1	1	102	-3.8	-9	-9
Cn1c(=O)c2ccccc2n(Cc2ccccc2Cl)c1=O	5	-2	8	0.1	9	-4	100	1.5	4	6
O=[N+]([O-])c1ccccc1Nc1cccc(F)c1	-6	-1	0	0.1	0	4	99	1.9	4	-5
CC(=O)c1cccc(N(C(=O)CNC(=O)c2ccco2)C(C(=O)NC2CCCC2)c2ccncc2)c1 (configuration not stated)	0	1	-10	0.1	19	-12	99	-0.7	2	-3
CCCC(=O)Nc1ccccc1NC(=O)C1CCCCC1	-2	0	-1	0.0	1	-4	99	-2.0	-2	-3
Cc1nc2ccc([N+](=O)[O-])cc2nc1C	1	1	10	0.0	3	-2	96	0.0	4	7
CCC(C)C(NC(=O)c1ccccc1NC(=O)c1ccco1)C(=O)NNC(=O)c1ccc(OC)cc1 (configuration not stated)	-5	0	1	1.5	-5	15	93	0.9	13	10
CCSc1nnc(N2C(=O)c3ccc(C(=O)c4ccc(C(=O)O)cc4)cc3C2=O)s1	-2	1	-2	-0.2	0	0	96	-1.9	2	3
CC(C)C1Cc2[nH][nH]c(=O)c2C(c2ccc(Cl)cc2)O1 (configuration not stated)	0	x	-2	-0.1	x	x	97	x	4	x
CCN(CC)CCN(C(=O)Cn1nnc(-c2ccc(OC)c(OC)c2)n1)C(C(=O)NC1CCCC1)c1ccc(F)cc1 (configuration not stated)	-3	-2	-1	-0.2	8	-1	100	-0.1	5	7
COc1cccc(/C=C/C(=O)OCC(=O)c2cc(C)n(CC3CCCO3)c2C)c1OC (configuration not stated)	-5	1	-2	0.0	21	2	96	0.3	5	-6
O=C(O)c1cc(S(=O)(=O)Nc2ccccc2C(=O)O)ccc1O	-5	3	1	0.0	3	9	80	-0.5	4	-4
OCCN1CCN(CC/C=C2/c3ccccc3CSc3ccccc32)CC1	-4	-2	42	0.3	6	47	86	-1.5	4	x

The results go on.
Molecule	NOD2-RIPK2 inh	Glyco luc inh	Exocytosis inh	aDG glyco act	MC4R antag cAMP	Vif inh	ABCB6 inh MLPCN	MC4R barr agon	ABHD5-PLIN5 inh	TLR9-MyD88 inh
O=C1N(Cc2ccc3c(c2)OCO3)c2ccccc2C1(O)c1c[nH]c2ccccc12 (configuration not stated)	-10	-2	-3	-0.3	16	-1	106	0.0	5	8
CCOC(=O)C1CCN(C(c2ccccn2)c2c(C)[nH]c3ccccc23)CC1 (configuration not stated)	-8	-7	55	1.5	11	11	98	-0.7	1	2
Cc1ccc(C(=O)N2CCN(Cc3ccc4c(c3)OCO4)CC2)cc1S(=O)(=O)N1CCOCC1	1	5	3	0.1	7	-6	99	1.8	-13	-2
COc1ccc(/C=C/C(=O)c2ccccc2)c(OC)c1	-6	-2	0	0.1	3	4	102	0.0	1	3
CNC(=O)c1cccc(NC(=O)C(C)c2ccc3cc(OC)ccc3c2)c1 (configuration not stated)	5	3	13	0.1	6	-4	97	-2.0	2	1

The list is partial; count on the stated rates, not on these rows.
